# ZTA counter = ZTA (EBV) inhibition in EBNA-1 counter-screen; P03206; ZTA-DNA binding, fluorescence polarization; inhibition, % at 11 µM; 320,000 compounds, 0.15% hits; AID 2234; in the data active = inhibition above about 33%
# RPL19A TOR yeast = alters RPL19A-GFP fluorescence in TOR pathway yeast screen; S. cerevisiae RPL19A-GFP strain, flow cytometry, 3 h; stronger effect = lower value; percent response vs DMSO, % at 10 µM; 330,000 compounds, 0.3% hits; AID 2025;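 active = percent response vs DMSO below 50%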;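 also: median channel GFP fluorescence of the barcoded RPL19A-GFP strain; ratio of sample median GFP to plate DMSO average so 100% = DMSO; lower means less RPL19A-GFP as with rapamycin TOR inhibition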
# procasp3 activ = procaspase-3 (human) activation; activation, % at 8.5 µM; P42574; 330,000 compounds, 0.11% hits; recombinant procaspase-3 D3A, Ac-DEVD-pNA absorbance 405 nm;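 active = activation above the mean of all tested compounds plus 3 SD, cut at about 21% in these data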;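 also: 0% = DMSO alone and 100% = DMSO wells spiked with extra 5 µM PC-3 D3A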
#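 Assay system – Procaspase-3 D3A mutant · Benchmarks – DMSO low control, extra-enzyme high control · Technique – 405 nm absorbance of p-nitroaniline, reads at 0 and 120 min · Doses – 8.5 µM nominal · Measure – % activation between DMSO and enzyme-spiked controls · Also added – Ac-DEVD-pNA chromogenic peptide substrate · Schedule – 1 h compound preincubation, 2 h substrate hydrolysis at 25 °C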
# AHR act = human AHR activation; AHR-responsive luciferase reporter cells, luminescence; 320,000 compounds, 2.5% hits; activation, % at 5 µM; AID 2796; P35869; in the data active = activation above about 47%;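 also: 0% = vehicle wells and 100% = reference agonist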
# LAP4-GFP MLPCN = yeast TOR pathway LAP4-GFP modulation; S. cerevisiae LAP4-GFP multiplex, flow cytometry GFP, 3 h; median GFP as percent of DMSO wells; 320,000 compounds, 0.34% hits; GFP response vs DMSO, % at 10 µM;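 active = GFP response vs DMSO above a set limit, about the screen mean plus 3 SD, cut at about 150% in these data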
# proCasp7 act = activates human procaspase-7, counter-screen for procaspase-3 activators; P55210; recombinant procaspase-7, Ac-DEVD-pNA absorbance 405 nm; D23A/D198A/D206A triple mutant, cannot self-cleave; scale: DMSO 0, 5 µM enzyme 100; activation, % at 8.5 µM; 330,000 compounds, 0.093% hits; AID 463210;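 active = percent activation above the screen-wide mean plus 3 SD, cut at about 25% in these data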
#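 Replicates: singlicate. Assay system: Procaspase-7 triple mutant (PC-7 D3A). Signal: 405 nm absorbance of p-nitroaniline. Times: 1 h preincubation, 2 h reaction. Buffer or medium: Zinc-free HEPES pH 7.4 with 300 mM NaCl, 0.01% Triton X-100. Also added: DEVD-pNA substrate. Benchmarks: DMSO wells as 0%, DMSO with 5 µM added PC-7 as 100%.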
# MEP2-GFP yeast = yeast TOR pathway MEP2-GFP modulation; AID 2016; GFP response vs DMSO, % at 10 µM; S. cerevisiae MEP2-GFP strain, flow cytometry GFP, 3 h; 100% = DMSO control level; 330,000 compounds, 0.51% hits;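 active = GFP response versus DMSO above a set limit, roughly screen mean plus 3 SD, cut at about 180% in these data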;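 also: median GFP fluorescence of the barcode-gated MEP2-GFP cells per well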
# EBNA-1 inh = blocks EBNA-1 binding to DNA. EBNA-1 DNA binding, fluorescence polarization. inhibition, % at 14.8 µM. 300,000 compounds, 0.34% hits. AID 1950; in the data active = inhibition above about 28%
# Active calls of the source: *; nt = not tested or not shown; [ ] = remark or other dose. Not a hit list. About 3.8% of those tested had a hit in this group.
SMILES,ZTA counter,RPL19A TOR yeast,procasp3 activ,AHR act,LAP4-GFP MLPCN,proCasp7 act,MEP2-GFP yeast,EBNA-1 inh
C=CCN(CC=C)CC(O)CN(c1cc([N+](=O)[O-])ccc1OC)S(=O)(=O)c1ccccc1 (stereo not given),2.6,110.3,-2.1,8.7,91.3,-2.5,68.1,11.8
CCCCCCC(=O)N(O)C1CC(=O)N(c2ccc(Br)cc2)C1=O (stereo not given),19.3,99.1,-25.7,-2.7,118.6,-37.0,106.0,7.2
COCCCNC(=O)C1CCC(CNS(=O)(=O)c2ccc(OC)cc2)CC1 (stereo not given),-17.8,98.9,-2.6,1.5,102.4,2.3,116.5,-0.5
O=C(CCC(=O)c1ccc(Br)cc1)Nc1cccnc1,17.2,104.3,3.3,13.1,98.3,2.8,103.2,-8.4
O=C(NNc1ccc([N+](=O)[O-])cc1[N+](=O)[O-])C1C2CCCCC21 (stereo not given),5.4,104.2,1.2,22.6,99.4,1.6,106.1,4.5
O=c1[nH]c(SCc2n[nH]c(=S)n2-c2ccccc2)nc2ccccc12,5.7,98.9,-4.4,9.5,92.8,-5.0,106.1,1.6
COC(=O)c1cccc(C23CC4(C2)[C@H](CN(Cc2ccc(C(F)(F)F)cc2)[C@@H]4c2ccccc2)C3c2ccc(C(F)(F)F)cc2)c1 (stereo not given in full),-5.8,90.4,2.4,3.7,122.3,-4.9,89.3,1.3
COc1cc(/C=C2/C(=O)NN(c3cccc(Cl)c3)C2=O)cc(Br)c1O,-6.6,81.5,-5.0,1.7,70.6,-21.0,83.5,-1.6
COc1cc(/C=N/Nc2nc(C)cc(=O)[nH]2)ccc1OC(=O)c1cccnc1,8.9,94.7,6.5,3.1,102.5,-0.2,107.3,0.4
CC(=O)Nc1ccc(C(=O)CSc2nnnn2C)cc1,-7.5,101.3,2.9,0.3,114.4,4.5,99.8,2.5
CCC(C)(C)n1nnnc1C(c1ccc(C)cc1)N1CCN(Cc2ccc3c(c2)OCO3)CC1 (stereo not given),-9.7,96.1,-5.6,0.9,97.5,-9.7,95.1,-7.1
O=C(CCCCCNC(=O)N1CCn2c1nc1ccccc12)NCCc1ccccc1,12.5,109.7,4.3,5.4,88.4,-15.4,119.1,-2.0
COc1ccccc1N1CCN(C(=O)c2cccc(NC3=NC4CS(=O)(=O)CC4S3)c2)CC1 (stereo not given),10.4,103.1,-6.1,6.0,101.4,-5.8,103.0,0.8
C=CCn1c(C2CCCCC2)n[nH]c1=S,1.0,96.8,-4.0,-0.8,101.9,1.1,99.8,-3.0
COc1ccc2[nH]c3c(c2c1)CCNC3=O,-15.5,101.9,2.9,11.2,102.8,-1.3,102.5,-6.2
COC(=O)c1cc(S(=O)(=O)C(C)C)c(S(C)=O)s1 (stereo not given),3.7,31.9*[may fluoresce violet],-9.7,-4.5,77.9[may fluoresce violet],4.3,435.2*[may fluoresce violet],-2.3
COc1cccc(NC(=O)COC(=O)c2ccccc2C(=O)N(C)c2ccccc2)c1,6.0,113.6,3.5,1.0,116.9,-3.4,112.2,nt
CC(=O)N1CCC(N(CCN2CCOCC2)C(=S)Nc2cccc(C)c2)CC1,3.4,97.2,8.5,0.1,87.7,2.3,94.7,6.1
CCOc1ccc(S(=O)(=O)N(C(=O)c2ccco2)c2cc3sc(=O)oc3c3ccccc23)cc1,-8.2,100.4,-28.4,31.8,74.7,-41.4,91.8,-1.4
O=[N+]([O-])c1ccc(-c2nc(NCC3CCCO3)c3ccccc3n2)cc1 (stereo not given),-11.9,97.9,-14.3,3.2,119.5,7.1,106.1,-7.1

# Some of the entries above in another layout.
# Every second line gives: ZTA counter | RPL19A TOR yeast | procasp3 activ | AHR act | LAP4-GFP MLPCN | proCasp7 act | MEP2-GFP yeast | EBNA-1 inh
- CCCCCCC(=O)N(O)C1CC(=O)N(c2ccc(Br)cc2)C1=O (stereo not given)
 : 19.3 | 99.1 | -25.7 | -2.7 | 118.6 | -37.0 | 106.0 | 7.2
- CCOc1ccc(S(=O)(=O)N(C(=O)c2ccco2)c2cc3sc(=O)oc3c3ccccc23)cc1
 : -8.2 | 100.4 | -28.4 | 31.8 | 74.7 | -41.4 | 91.8 | -1.4
- COc1ccc2[nH]c3c(c2c1)CCNC3=O
 : -15.5 | 101.9 | 2.9 | 11.2 | 102.8 | -1.3 | 102.5 | -6.2
- O=C(CCCCCNC(=O)N1CCn2c1nc1ccccc12)NCCc1ccccc1
 : 12.5 | 109.7 | 4.3 | 5.4 | 88.4 | -15.4 | 119.1 | -2.0
- CC(=O)N1CCC(N(CCN2CCOCC2)C(=S)Nc2cccc(C)c2)CC1
 : 3.4 | 97.2 | 8.5 | 0.1 | 87.7 | 2.3 | 94.7 | 6.1

# Additional compounds:
SMILES,ZTA counter,RPL19A TOR yeast,procasp3 activ,AHR act,LAP4-GFP MLPCN,proCasp7 act,MEP2-GFP yeast,EBNA-1 inh
O=c1c2ccccc2nc(SCc2ccccc2)n1Cc1ccco1,-10.5,91.3,2.1,0.8,109.0,-2.8,94.3,-15.4
COc1ccc(Br)cc1S(=O)(=O)Nc1ccc(Cl)cn1,11.0,106.8,-1.4,4.3,95.0,0.5,103.5,-5.5
O=c1c(/C=N/O)coc2ccc(Cl)cc12,15.1,98.7,-1.2,-0.6,115.6,9.3,90.7,3.4
CCN=C1SC(CC(=O)Nc2ccc3c(c2)OCO3)C(=O)N1CC (stereo not given),-7.6,103.3,-11.3,27.9,94.1,-11.7,102.4,-7.7
C/C(=C(\C#N)C(=O)NC1CCCCC1)N(C)C,-10.8,99.4,-7.1,4.8,91.8,2.4,103.8,-18.6
COc1cc2c(cc1OC)CN(C(=O)c1ccc([N+](=O)[O-])o1)CC2,-6.2,100.8,-8.9,-0.1,126.4,-3.1,102.8,-13.1
COc1cc(SC)ccc1C(=O)NCCCOC(C)C,-19.8,94.3,-0.8,-1.9,101.3,9.0,102.8,6.9
COc1cccc2c1CCc1c-2nc2ccccc2c1C(=O)O,2.1,101.0,4.8,13.8,99.9,9.7,100.5,-6.9
COCCN(CCOC)Cc1c(O)ccc2c1O/C(=C\c1ccco1)C2=O,4.0,95.4,-14.2,0.4,106.2,6.9,99.7,-2.7
CC1(C)CC(=O)C(CC2CCCCC2=O)C(=O)C1 (stereo not given),11.3,100.6,3.3,-0.2,108.6,-4.0,98.7,-3.0
COc1ccc(CNCCC(c2ccc(OC(C)C)cc2)c2ccccc2OC)cc1 (stereo not given),-0.4,94.4,7.1,3.9,nt,3.7,99.6,-10.2
Cc1cccc(C)c1OCc1cc(C(=O)N2CCN(Cc3nccn3C)CC2)no1,-21.4,102.5,6.1,2.2,97.0,-5.4,103.9,-1.9
O=C1C(c2ccc(F)cc2)N(Cc2ccc3c(c2)OCO3)C(=O)CN1C1CCCCCC1 (stereo not given),-15.5,100.5,4.0,-2.2,94.2,7.5,99.4,4.9
COc1ccc(C(CNC(=O)COc2cc(C)c(Cl)c(C)c2)N2CCCCC2)cc1 (stereo not given),8.7,99.8,2.3,-0.7,94.0,-5.2,103.7,-9.9
CC(OC(=O)c1cc2sccc2n1C)C(=O)NC(C)(C)C (stereo not given),0.7,99.2,7.7,1.1,99.7,8.3,99.8,5.0
O=C(CSc1nnc(-c2ccco2)o1)c1ccccc1Cl,11.2,100.8,6.4,-6.0,96.6,-0.8,103.7,-0.5
Cc1noc(C)c1CSc1nc2ccccc2[nH]1,-29.9,98.4,5.2,-1.5,98.7,6.0,97.7,-0.9
COc1ccc(-n2nnnc2SCC#CCO)cc1,-8.2,108.0,-1.5,3.5,107.2,8.0,105.1,-1.5
CC(=O)Nc1ccc(NC(=O)C(C)OC(=O)c2ccccc2NS(=O)(=O)c2cccs2)cc1 (stereo not given),-18.3,101.2,3.5,2.4,98.6,-4.4,95.4,-0.3
NC(=O)C1CCCN(C(=O)Nc2cccc3ccccc23)C1 (stereo not given),-1.6,99.2,-3.2,16.4,83.5,4.8,86.9,5.8
COc1ccc(-c2nc3n(c2Br)CCC3)cc1,-3.6,95.1,7.2,-1.1,99.9,-0.8,98.3,3.5
CCOC(=O)NC(=O)c1cn(Nc2ccccc2C(F)(F)F)c(=O)[nH]c1=O,-4.1,97.4,14.7,-1.1,102.8,2.4,99.6,0.3
CCCS(=O)(=O)c1c(S(=O)(=O)CCC)c2ccc(C(N)=O)cn2c1C(=O)c1ccc(F)cc1,-5.2,97.2,-5.1,-0.1,104.0,-0.1,96.1,5.0
Cc1noc(NS(=O)(=O)c2ccc(NC(=O)C(F)(F)C(F)(F)C(F)(F)F)cc2)c1C,-4.3,90.4,-3.4,1.3,100.0,2.3,95.8,-1.9
Cc1cc(-c2ccc(Cl)cc2)n2ncnc2n1,-3.8,98.6,9.5,-3.4,116.1,4.9,103.5,6.7
COc1ccc(Cl)cc1C(=O)O/N=C(\N)c1ccccn1,15.7,98.1,0.6,17.2,103.0,-1.0,95.7,16.4
CC(=O)Nc1ccccc1C(=O)C(=O)Nc1ccc(C)c(C)c1,-3.5,91.7,-1.2,-1.4,79.4,-5.4,88.9,12.6
COC(=O)c1ccccc1NC(=O)NCc1cccnc1,1.8,93.8,-2.1,1.8,102.0,1.7,107.0,-7.9
CSc1cccc(NC(=S)N2CCC(N(C)C3CCCCC3)CC2)c1,-13.8,104.3,-12.4,3.6,117.3,-14.3,100.9,-4.5
Cn1nc(-c2ccccc2)c(CO)c1Sc1ccccc1,-5.0,97.6,-2.1,0.5,103.1,-3.0,100.9,-1.7
O=C(NNc1nc(-c2ccccc2)cs1)c1ccccc1,-6.3,100.0,-13.6,46.7,98.1,-9.1,100.8,8.3
CCS(=O)(=O)c1ccc(-c2cccc(NC(=O)COc3ccc(Cl)cc3)c2)nn1,8.8,96.1,-2.4,-0.9,97.9,1.3,94.3,-6.4
Cc1ccc2oc(-c3ccco3)cc(=O)c2c1,-3.1,102.6,0.5,-4.3,101.2,5.7,103.3,3.5
CNS(=O)(=O)c1cc(Nc2ncnc3sccc23)ccc1C,-17.8,92.0,6.0,11.5,84.3,15.2,97.4,-8.0
O=C(O)CCC(=O)Nc1ccccc1C(=O)NCCc1ccccc1,-11.7,99.9,-7.0,16.4,87.5,12.0,99.2,3.0
CCOC(=O)C1CCN(C(=O)N(CC)CC)CC1,15.4,106.5,-6.3,-1.3,99.6,12.5,103.6,8.9
Cc1cc(C)nc(NC(=O)COc2cc(Cl)cc(Cl)c2)n1,8.5,101.5,2.3,1.6,106.6,-3.3,101.7,-2.7
COc1ccccc1NC(=O)CCC(=O)OCc1ccc([N+](=O)[O-])cc1,-23.4,101.4,-3.5,0.0,96.6,-0.9,96.1,-11.3
CCOc1cc(Br)ccc1S(=O)(=O)N1CCC(C(N)=O)CC1,-19.8,95.7,5.0,2.5,92.5,-1.3,98.3,-7.7
CCC(C)n1c(NC(=O)c2ccccc2)c(C#N)c2nc3ccccc3nc21 (stereo not given),1.9,98.8,-9.6,7.5,98.1,-7.4,127.9,-5.3
Cn1c(N)c(C(=O)CSc2nnc(C3CC3)n2-c2ccccc2)c(=O)[nH]c1=O,nt,93.9,-2.6,0.9,93.6,2.8,98.4,nt
Cc1ccc(S(=O)(=O)N/N=C/c2ccc(C#N)cc2)cc1,-16.6,101.2,-13.7,1.3,101.0,-10.3,101.1,6.3
S=C(NCCCN1CCOCC1)N1CCN(c2nc(-c3ccccc3)cs2)CC1,-22.3,107.4,-5.8,1.4,103.0,-14.1,108.3,-4.0
COc1ccc(CCN2C(=NC(=O)C(C)C)SC3CS(=O)(=O)CC32)cc1OC (stereo not given),-4.0,113.9,4.6,4.0,126.8,5.9,125.4,3.8
